Bioassay records as filed in PubChem.
Coupling enz: inhibits coupling enzyme system, counter-screen for aldolase hits | coupling enzyme system counterscreen, AmpLite Red fluorescence | activity change, negative = inhibition, % at 58.2 µM, hits read low | actives 0.67% (n = 290,000); in the data active = activity change below about -30%; also: % is scaled to controls: 0 for no effect and ±100 for the full control effect
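Final compound at 57.5 uM, incubated 10 min at RT with coupling enzyme reagent (glyceraldehyde-3-phosphate), then 20 min with substrate and AmpLite Red detection. Fluorescence read at 525/598 nm; tests interference with the coupling assay, not aldolase inhibition.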
BCR signal inh: chronic active BCR signaling inhibition. ABC-DLBCL IkBa-CBG/CBR reporter, luminescence ratio, 4 h. Potency, µM (top dose mostly 46.1 µM), for inactives: at the top dose ratio change, negative = lower green/red ratio, actives largely listed as inhibitors. actives 0.05% (n = 340,000). AID 493014; active = well fitted inhibition curve with a large enough effect in the signal ratio, with a control signal flat, not every such curve was filed as active; inconclusive = small, poorly fitted or top-dose-only effect, or effect the other way, or a change in a side signal; the % refers to the signal ratio;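 also: potency is read from the fitted curve at half-maximal effect; plate controls were basal doxycycline-induced cells for no effect and cells given 10 µM MG132 for full effect; MG132 reads +100%, hits lower the ratio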
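Cell line TMD8 (human ABC DLBCL), stably expressing tet-inducible CBG68-IkBa fusion and CBR; IMDM/0.5% FBS; cpd up to 46 uM; dox induction, 4 h, 37C/5% CO2; dual luminescence; green/red ratio; MG132 control.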
Tb PFK block: T. brucei PFK enzyme inhibition; Potency, µM (highest dose often 57.5 µM), for the others: at the top dose activity, negative = inhibition, actives largely listed as inhibitors; actives 0.17% (n = 330,000); T. brucei PFK, ADP-Glo luminescence;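 also: potency is read from the fitted curve at half-maximal effect; 0% = uninhibited 1x PFK enzyme wells and -100% = no-enzyme wells; nearly all actives have a fitted effect of over 60% in size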
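Compounds were pin-transferred as a titration series up to 57 uM into substrate buffer (0.5 mM F6P, 0.1 mM ATP, pH 8.0), then 1.25 nM PFK was added and reactions ran 45 min before ADP-Glo detection.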
TSHR antagonist: antagonists of human thyroid stimulating hormone receptor. TSHR-expressing cells, TSH-stimulated cAMP HTRF, 2 h; stronger effect = lower value. actives 0.2% (n = 330,000). P16473. activity change, negative = inhibition, % at 11.5 µM;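 active = activity change below a set negative limit, meaning inhibition stronger than a set level, cut at about -70% in these data; inconclusive = activity change between two set negative limits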; also: % is scaled to controls: 0 for no effect and ±100 for the full control effect
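Inhibition of cAMP made by TSHR-expressing cells under TSH stimulation (4nM final, EC80; 2 h, 37 deg C) is quantified with a one-step lysis HTRF kit, anti-cAMP cryptate versus cAMP-d2.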
Giardia killer: kills Giardia lamblia. actives 0.15% (n = 340,000). activity change, % at 7.66 µM, hits read low. Giardia lamblia trophozoite viability; in the data active = activity change below about -80%; inconclusive = between about -30% and that limit;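 also: parasites exposed to compound for two days anaerobically before the ATP read; % is scaled to controls: 0 for no effect and ±100 for the full control effect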
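Luminescent ATP signal served as the viability read-out, measured 15-30 min after adding ATP detection reagent to trophozoites that had been incubated with compounds for 48 hrs at 37 deg C anaerobically at 100 cells/well.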
GALK inh: blocks human galactokinase activity; P51570; Purified GALK, Kinase-Glo residual ATP luminescence; Potency, µM (series often up to 57.5 µM), inactives show at the highest dose activity change, negative = inhibition, hits mostly inhibitors; actives 0.007% (n = 270,000); also: potency is read from the fitted curve at half-maximal effect; % is scaled to controls: 0 for no effect and ±100 for the full control effect
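The enzyme phosphorylates galactose (100 uM) using ATP (35 uM); inhibition is detected as higher residual ATP, quantified by bioluminescence after 1 h reaction at room temperature, pH 8.0.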
A-T KAP1 phos: potential ataxia-telangiectasia treatment | AID 485349 | Potency, µM (titrated, usually from 57.5 µM), inactives show at the top dose activation, hits mostly activators | actives 0.19% (n = 320,000) | […] A-T fibroblasts, KAP-1 phosphorylation AlphaLISA; neocarzinostatin DNA damage 30 min before lysis; also: potency is read from the fitted curve at half-maximal effect; % of control where 0% means no effect; nearly all actives have a fitted effect of over 45% in size
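ATM-like activity read as KAP-1 phosphorylation via AlphaLISA donor/acceptor antibody pairs after lysis and 6 hr at 25C. Cells were ATM-null patient fibroblasts ([…], hTERT), dosed 60 min, then exposed to the DSB inducer NCS for 30 min.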
KCNH2 WT inh: blocks the wildtype human KCNH2 potassium channel; actives 0.37% (n = 340,000); AID 720551; U2OS, BacMam KCNH2, thallium flux FluxOr; stronger effect = lower value; activity change, % at 1.84 µM;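 active = maximum activity change below -70%; inconclusive = maximum activity change between -70% and -50%; inactive = maximum activity change above -50%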; also: % is scaled to controls: 0 for no effect and ±100 for the full control effect
Target sequence (Q12809 whole entry, looked up): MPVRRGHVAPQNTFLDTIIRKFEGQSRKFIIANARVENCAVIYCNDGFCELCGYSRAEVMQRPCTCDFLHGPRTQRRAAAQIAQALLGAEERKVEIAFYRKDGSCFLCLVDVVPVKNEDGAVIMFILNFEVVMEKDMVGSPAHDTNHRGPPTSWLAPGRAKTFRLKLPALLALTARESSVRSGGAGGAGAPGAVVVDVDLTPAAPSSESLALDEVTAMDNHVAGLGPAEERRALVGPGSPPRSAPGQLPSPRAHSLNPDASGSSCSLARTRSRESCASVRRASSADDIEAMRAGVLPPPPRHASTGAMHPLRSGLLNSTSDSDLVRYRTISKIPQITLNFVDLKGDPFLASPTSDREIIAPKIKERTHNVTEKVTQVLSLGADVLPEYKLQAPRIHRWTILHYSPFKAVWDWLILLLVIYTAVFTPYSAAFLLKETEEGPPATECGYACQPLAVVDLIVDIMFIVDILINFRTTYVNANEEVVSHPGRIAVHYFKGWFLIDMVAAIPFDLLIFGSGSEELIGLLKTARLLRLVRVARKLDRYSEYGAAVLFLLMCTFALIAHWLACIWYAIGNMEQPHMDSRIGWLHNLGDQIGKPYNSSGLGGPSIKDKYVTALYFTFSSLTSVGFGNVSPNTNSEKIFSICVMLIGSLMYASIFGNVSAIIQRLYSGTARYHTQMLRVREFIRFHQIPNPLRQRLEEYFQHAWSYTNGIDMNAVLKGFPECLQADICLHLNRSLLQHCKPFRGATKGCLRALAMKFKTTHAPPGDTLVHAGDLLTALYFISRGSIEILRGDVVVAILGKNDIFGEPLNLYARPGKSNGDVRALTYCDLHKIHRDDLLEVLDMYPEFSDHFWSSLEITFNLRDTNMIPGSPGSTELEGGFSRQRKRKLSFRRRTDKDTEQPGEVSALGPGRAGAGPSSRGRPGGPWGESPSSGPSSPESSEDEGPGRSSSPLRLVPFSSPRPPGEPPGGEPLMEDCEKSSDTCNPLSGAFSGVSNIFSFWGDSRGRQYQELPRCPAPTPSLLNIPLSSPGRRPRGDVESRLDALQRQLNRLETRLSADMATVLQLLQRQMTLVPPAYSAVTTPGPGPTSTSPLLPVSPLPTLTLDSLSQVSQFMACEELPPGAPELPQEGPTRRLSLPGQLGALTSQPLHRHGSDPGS
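U2OS cells transduced with wild-type KCNH2 virus are loaded with FluxOr dye for 45 min, and thallium flux is measured in kinetic reads before and after stimulation buffer. Rate constants are normalized to DMSO controls.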
TCR activator: T cell receptor activation; primary human leukocytes, anti-CD3, IL-2 HTRF, 48 h; Potency, µM (doses to about 9.22 µM), without a hit: top-dose activation of IL-2 secretion, hits mostly activators; 330,000 tested, under 10 active; AID 504894; also: % of control where 0% means no effect
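IL-2 produced over 48 hr by a-CD3 bead-stimulated primary human leukocytes exposed to compounds was detected with a homogeneous time-resolved FRET immunoassay, 665nm acceptor signal after 320nm excitation.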
CXXC DNA block: MLL CXXC-DNA interaction inhibition | AID 2662 | actives 0.037% (n = 290,000) | MLL-CXXC / FITC-HOXA9 DNA fluorescence polarization | Potency, µM (titrated, usually from 115 µM), without a hit: at the top dose activity change, negative = inhibition, most hits filed as inhibitors | Q03164; active = well fitted inhibition curve with a large enough effect in the polarisation, with a control signal flat, not every such curve was filed as active; inconclusive = small, poorly fitted or top-dose-only effect, or effect the other way, or a change in a side signal; inactive = no such curve, though single readings can be large or run the other way; the % refers to the polarisation; also: potency is read from the fitted curve at half-maximal effect
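Purified MLL-CXXC (added from a 7 uM solution) was preincubated 5 min at ambient with pinned compounds in 50 mM Tris-HCl pH 7.5, 50 mM NaCl, 1 mM DTT, 0.05% BSA. Fluorescein-labeled HOX-A9 DNA (50 nM solution) followed, 30 min, then polarization read.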
* hit, by the source's call; u = inconclusive; x = not tested or not shown; & = joins results of further samples; [ ] = another dose, or the depositor's remark. Unless noted, calls follow the shape of the dose curve; as a rule, active = well fitted curve in the direction sought with a large enough effect; inconclusive = small, poorly fitted or top-dose-only effect, or another doubt; inactive = no such curve, though single readings can be large; an effect the other way counts as inactive or inconclusive.

Molecule | Coupling enz | BCR signal inh | Tb PFK block | TSHR antagonist | Giardia killer | GALK inh | A-T KAP1 phos | KCNH2 WT inh | TCR activator | CXXC DNA block
COc1cc(C(=O)N/N=C/c2coc3ccc(Cl)cc3c2=O)ccc1O | 0 | -6% | -7% | -17 | -4 | 4% | 1% | 2 | 0% | u
O=C1CC(Cc2ccccc2)C(=O)N1c1ccccn1 (stereo not drawn) | -5 | 2% | 0% | 1 | 4 | -3% | 5% | 0 | 1% | -1%
CCN(CC)S(=O)(=O)c1cccc(C(=O)N/N=C/c2ccc(N3CCOCC3)cc2)c1 | 1 | 1% | 1% | 1 | 10 | -1% | -6% | -14 | 1% | -1%
CCN1CCN(C(=O)CSc2ccc(C)cc2)CC1 | 2 | 5% | 1% | 15 | -18 | 0% | 10% | 2 | x | -3%
Cn1c(C(=O)NCCC2=CCCCC2)cc2c(=O)n3ccccc3nc21 | 3 | 1% | -8% | 23 | -12 | 0% | 6% | 0 | -7% | 7%
CCn1c(SCC(=O)N2CCCc3ccccc32)nc2c(c1=O)SC(C)C2 (stereo not drawn) | 5 | u | 8% | 0 | 0 | 3% | 2% | -1 | -2% | 5%
CC(C)CC(NC(=O)CNC(=O)C1O[C@@H]2OC(C)(C)O[C@@H]2[C@H]2OC(C)(C)O[C@@H]12)C(=O)O (stereo partly drawn) | 0 | -7% | -4% | -10 | 8 | 3% | -4% | 28 | 7% | 4%
CCCCc1nc2cc(C(=O)NCc3nccn3CC)ccc2o1 | 0 | 1% | -6% | 12 | 11 | 8% | 9% | 6 | 4% | 2%
Cc1ccc(N2CC(C(=O)N3CCc4ccccc4C3)CC2=O)cc1 (stereo not drawn) | 1 | u | 0% | 2 | -4 | 0% | 0% | 10 | 2% | 1%
Cc1ccc(Cl)c2c1=NC(=O)C=2c1[nH]c(=S)[nH]c1O | -1 | 3% | u | -17 | 16 | 0% | 8% | 4 | -7% | -8%
CC1(C)CC(=O)C2=C(C1)c1c(ccc3ccccc13)NC2c1ccc(Br)o1 (stereo not drawn) | -2 | 1% | 1% | -18 | 17 | -2% | 4% | 3 | -2% | -5%
Cc1cc(C(=O)CSc2nnc(N)s2)c(C)n1CCc1ccc(F)cc1 | 2 | -8% | -23% | 3 | -3 | 2% | 4% | -1 | x | -3%
COc1cc(/C=N/n2c(-c3cc(C)[nH]n3)n[nH]c2=S)cc(OC)c1O | 0 | 4% | 6% | 6 | -14 | -1% | -10% | 2 | -1% | -3%
CCOC(=O)C1=C(COC(=O)c2ccc([N+](=O)[O-])o2)NC(=O)NC1C (stereo not drawn) | x | u | -4% | -19 | -22 | x | 15% | -7 | -2% | x
O=C(NC(=S)Nc1ccccn1)c1ccccc1 | -8 | u | -23% | -31 | 12 | -2% | 3% | 1 | 1% | 15%
Cc1cccc(NC(=O)C2CCN(C(=O)[C@@H]3Cc4ccccc4CN3)CC2)c1 | 1 | u | -4% | 10 | 24 | 4% | 6% | 31 | -3% | 1%
C=CCn1c(-c2ccncc2)n[nH]c1=S | 5 | -33% | 0% | -7 | -6 | 4% | -7% | -4 | 6% | -5%
CC(=O)c1cccc(NC(=O)/C(=C/c2ccco2)NC(=O)c2ccco2)c1 | x | 0% | -13% | -5 | 4 | -4% | 3% | 9 | 5% | -9%
O=c1c(O)c(-c2ccccc2)oc2ccccc12 | 1 | x | x | x | -2 | x | x | 0 | -1% | x
CN1/C(=C\C=N\NC(=O)c2ccc(O)cc2)C(C)(C)c2ccccc21 | -2 | u | -3% | -16 | u | -5% | 2% | -1 | 1%[46.1 µM] | 2%
COc1ccc(-c2oc(=O)c3cc(OC)c(OC)cc3c2/C=C/c2ccc(F)cc2)cc1 | x | u | -7% | -6 | 16 | x | 7% | -1 | -2% | x
Cc1ccccc1-c1nc2cc(Cl)ccc2o1 | 0 | u | 1% | 6 | -17 | 3% | 2% | -2 | -1% | 6%
CCOC(=O)C1=C(SCC)c2cc3c(n2C1=O)CCCC3 | -4 | u | 1% | -3 | -29 | 0% | -6% | 10 | -3%[46.1 µM] | 4%
CC1=NNC(=O)/C1=C\c1cn(-c2ccccc2)nc1-c1ccc(Cl)cc1 | -2 | u | 0% | -13 | 3 | -6% | u | 9 | 3% | -6%
O=C(N/C(=C\c1ccc(F)cc1)C(=O)N1CCCCCC1)c1ccccc1 | 0 | u | 0% | 0 | -24 | -4% | -2% | -8 | x | -4%

Single values from the list:
Reading of `CC(C)CC(NC(=O)CNC(=O)C1O[C@@H]2OC(C)(C)O[C@@H]2[C@H]2OC(C)(C)O[C@@H]12)C(=O)O` (stereo partly drawn) in CXXC DNA block: 4%
Reading of `Cc1ccccc1-c1nc2cc(Cl)ccc2o1` in TSHR antagonist: 6
Reading of `CCN(CC)S(=O)(=O)c1cccc(C(=O)N/N=C/c2ccc(N3CCOCC3)cc2)c1` in A-T KAP1 phos: -6%
Reading of `Cc1cc(C(=O)CSc2nnc(N)s2)c(C)n1CCc1ccc(F)cc1` in KCNH2 WT inh: -1
Reading of `O=C(N/C(=C\c1ccc(F)cc1)C(=O)N1CCCCCC1)c1ccccc1` in KCNH2 WT inh: -8

Sorted by molecular weight (rising): part of the list above.
Molecule | Coupling enz | BCR signal inh | Tb PFK block | TSHR antagonist | Giardia killer | GALK inh | A-T KAP1 phos | KCNH2 WT inh | TCR activator | CXXC DNA block
Cc1ccc(Cl)c2c1=NC(=O)C=2c1[nH]c(=S)[nH]c1O | -1 | 3% | u | -17 | 16 | 0% | 8% | 4 | -7% | -8%
CCn1c(SCC(=O)N2CCCc3ccccc32)nc2c(c1=O)SC(C)C2 (stereo not drawn) | 5 | u | 8% | 0 | 0 | 3% | 2% | -1 | -2% | 5%
COc1ccc(-c2oc(=O)c3cc(OC)c(OC)cc3c2/C=C/c2ccc(F)cc2)cc1 | x | u | -7% | -6 | 16 | x | 7% | -1 | -2% | x

New compounds follow:
Molecule | Coupling enz | BCR signal inh | Tb PFK block | TSHR antagonist | Giardia killer | GALK inh | A-T KAP1 phos | KCNH2 WT inh | TCR activator | CXXC DNA block
Cc1oc2ccc(OC(=O)COc3c(F)c(F)c(F)c(F)c3F)cc2c1C(=O)OC(C)C | 0 | 4% | -1% | -3 | -6 | x | -10% | -4 | 3% | 3%
CCN1CCN(c2ccc(S(=O)(=O)N3CCCCC3)cc2NC(=O)c2ccc(C)o2)CC1 | x | -1% | -1% | 9 | -14 | x | 7% | -3 | -3% | x
COc1ccc(COCCN2CCN(S(=O)(=O)c3ccc(C)cc3)CCC2=O)cc1 | 2&2 | 0% | -12% | 1 | u | x | 9% | 2 | 8% | 10%
COc1ccc(NC(=S)N(Cc2cccc(Br)c2)CC2CCC(C(=O)O)CC2)cc1 (stereo not drawn) | 4 | 5% | 0% | -13 | 1 | 0% | -2% | 1 | 1% | 0%
CCc1nc(SCC(=O)OC)c2c3c(sc2n1)COC(C)(C)C3 | 1 | -1% | 5% | -9 | 68[activator] | -2% | -9% | 12 | -16% | 7%
CCOC(=O)[C@@H]1[C@H]2COc3ccc(Br)cc3[C@@H]2N2C(=O)N(c3ccc(F)cc3)C(=O)[C@]12C | -2 | 1% | -3% | 2 | 3 | x | 4% | 1 | 7% | 19%
Cc1ccc(NC(=O)CCS(=O)(=O)c2cccc3nonc23)c(Br)c1 | 2 | 0% | 6% | 17 | -7 | -1% | 0% | -2 | 7% | 9%
Cc1ccc(C(=O)C[n+]2cccc3ccccc32)cc1 | 1 | -4% | -6% | 3 | -2 | 1% | 8% | 16 | -2% | 40%[activator]
CN1C(=O)[C@H]2[C@@H](/C=C/c3ccccc3)N3C(=O)CN(Cc4ccccc4)C(=O)[C@@]3(C)[C@H]2C1=O | 0 | -8% | -6% | 6 | 8 | x | -1% | -11 | -3% | 2%

This is a random part of the collection (roughly 1.6% active in at least one column).
